Source: PubChem BioAssay (National Center for Advancing Translational Sciences (NCATS))
G9a block = blocks human histone lysine methyltransferase G9a. 350,000 tested, 8.8% active. G9a H3K9 monomethylation, AlphaScreen, 2 h. AID 504332. Q96KQ7. Potency, µM (doses to about 102 µM), inactives show at the highest dose activity, negative = inhibition, usual class: inhibitors; also: % is scaled to controls: 0 for no effect and ±100 for the full control effect; nearly all actives have a fitted effect of over 75% in size
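Step 1: enzyme (final 20 nM) with compound, 15 min RT. Step 2: substrate peptide 500 nM and SAM 20 uM, 2 h RT. Step 3: anti-H3K9me1 antibody and AlphaScreen beads, 10 min, then plate read.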
Pol eta inh = DNA polymerase eta (human) inhibition; Potency, µM (series often up to 114 µM), for the others: at the top dose activity change, negative = inhibition, usual class: inhibitors; recombinant Pol eta, fluorescent DNA replication assay; 390,000 tested, 1.2% active; Q9Y253; also: % is scaled to controls: 0 for no effect and ±100 for the full control effect
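Pol eta at 10 nM preincubated with compounds 15 min at room temperature; reaction started with fluorescent substrate (50 nM final) and read kinetically at 0 and 10 min.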
JMJD2A Tudor inh = blocks the human JMJD2A Tudor domain; Potency, µM (highest dose often 114 µM), inactives show at the highest dose activity change, negative = inhibition, usual class: inhibitors; 390,000 tested, 4.4% active; AlphaScreen JMJD2A-Tudor / H3K4me3 peptide binding; also: % is scaled to controls: 0 for no effect and ±100 for the full control effect; nearly all actives have a fitted effect of over 50% in size
Pol iota inh = DNA polymerase iota (human) inhibition | Q9UNA4 | Pol iota fluorescent replication assay, 10 min | Potency, µM (highest dose often 115 µM), for inactives: at the top dose activity, negative = inhibition, usual class: inhibitors | 390,000 tested, 1% active
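Pol iota at 10 nM preincubated 15 min with compounds at room temperature; reaction started with fluorescent substrate, 50 nM final. Fluorescence read kinetically at 0 and 10 min; buffer-only wells as negative control.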
POLB inh = DNA polymerase beta (human) inhibition. P06746. Pol beta primer extension/strand displacement, fluorescence kinetic. Potency, µM (top dose mostly 114 µM), inactives show at the highest dose activity change, negative = inhibition, most hits filed as inhibitors. 340,000 tested, 1.3% active. AID 485314; also: % is scaled to controls: 0 for no effect and ±100 for the full control effect
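Pol beta (10 nM) and compounds were preincubated 15 min at room temperature, then 50 nM substrate (final) started primer extension/strand displacement. Reads were taken at 0 and 10 min; concentration-response data were fitted to a four-parameter Hill equation.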
BAZ2B inh = blocks human BAZ2B; Q9UIF8; AlphaScreen BAZ2B-H3K14Ac peptide displacement; Potency, µM (doses to about 114 µM), inactives show top-dose activity change, negative = inhibition, usual class: inhibitors; 360,000 tested, 4.4% active; also: % is scaled to controls: 0 for no effect and ±100 for the full control effect; nearly all actives have a fitted effect of over 60% in size
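AlphaScreen luminescence quantifies BAZ2B engagement of H3K14Ac peptide; the protein and biotinylated peptide are both at 50 nM final, buffer PBS pH 7.4 with 0.01% Tween-20, all steps at room temperature.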
POLK inh = DNA polymerase kappa (human) inhibition; purified Pol kappa, fluorescent DNA synthesis assay, 10 min; Potency, µM (highest dose often 107 µM), for the others: at the highest dose activity, negative = inhibition, actives largely listed as inhibitors; 400,000 tested, 0.53% active; Q9UBT6; AID 588579; also: % is scaled to controls: 0 for no effect and ±100 for the full control effect
Target sequence (Q9UBT6 whole entry, looked up): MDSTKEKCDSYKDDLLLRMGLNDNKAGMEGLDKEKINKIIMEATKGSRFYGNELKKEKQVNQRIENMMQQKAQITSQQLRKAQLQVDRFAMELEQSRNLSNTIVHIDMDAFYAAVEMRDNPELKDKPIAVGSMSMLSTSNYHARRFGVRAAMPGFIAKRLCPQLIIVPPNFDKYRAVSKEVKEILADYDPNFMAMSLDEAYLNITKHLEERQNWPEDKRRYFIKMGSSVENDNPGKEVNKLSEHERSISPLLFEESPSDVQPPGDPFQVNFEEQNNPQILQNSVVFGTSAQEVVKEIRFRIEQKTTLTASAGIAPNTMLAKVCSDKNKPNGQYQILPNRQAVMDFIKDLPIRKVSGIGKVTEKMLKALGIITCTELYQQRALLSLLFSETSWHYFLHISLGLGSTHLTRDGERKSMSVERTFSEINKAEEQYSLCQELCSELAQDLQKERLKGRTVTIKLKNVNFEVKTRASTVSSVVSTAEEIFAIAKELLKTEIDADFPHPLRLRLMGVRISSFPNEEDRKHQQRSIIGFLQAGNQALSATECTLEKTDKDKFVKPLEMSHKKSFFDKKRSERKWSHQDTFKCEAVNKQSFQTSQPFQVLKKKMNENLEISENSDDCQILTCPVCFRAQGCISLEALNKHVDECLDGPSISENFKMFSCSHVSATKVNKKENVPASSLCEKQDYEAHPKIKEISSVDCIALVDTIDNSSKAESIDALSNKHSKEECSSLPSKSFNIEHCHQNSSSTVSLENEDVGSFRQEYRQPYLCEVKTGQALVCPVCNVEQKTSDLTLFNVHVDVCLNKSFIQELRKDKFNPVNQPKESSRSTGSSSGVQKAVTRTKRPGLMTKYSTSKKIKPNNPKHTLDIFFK
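Inhibition of 10 nM Pol kappa is measured by a fluorescent read-out at 0 and 10 min following addition of 50 nM substrate (final), with a 15-min room-temperature compound preincubation.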
APEX1 inh = inhibitors of human APE1 endonuclease | P27695 | recombinant APE1, TAMRA/BHQ-2 abasic DNA cleavage fluorescence | Potency, µM (series often up to 65.8 µM), inactives show at the top dose activity change, negative = inhibition, hits mostly inhibitors | 350,000 tested, 0.35% active | AID 2517;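 also: plate controls were vehicle for no effect and reference inhibitor for full effect; nearly all actives have a fitted effect of over 55% in size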
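Substrate: short duplex with […] THF abasic site, 5'-TAMRA and 3'-BHQ-2, 50 nM final. APE1 at 0.75 nM, preincubated 15 min RT with compound. Fluorescence increase from first to third read measured activity.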
BLM inh = blocks DNA unwinding by human BLM helicase. P54132. recombinant BLM DNA unwinding, fluorescence dequenching. Potency, µM (doses to about 56.1 µM), inactives show at the highest dose activity change, negative = inhibition, most hits filed as inhibitors. 350,000 tested, 0.2% active. AID 2528;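 also: plate controls were vehicle for no effect and no enzyme for full effect; nearly all actives have a fitted effect of over 35% in size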
Numbers without * were called inactive; ? = inconclusive; / = not tested or not shown; & = joins results of further samples; [ ] = another dose, or the depositor's remark. Calls follow the shape of the dose curve; as a rule, active = well fitted curve in the direction sought with a large enough effect; inconclusive = small, poorly fitted or top-dose-only effect, or another doubt; inactive = no such curve, though single readings can be large; an effect the other way counts as inactive or inconclusive. Potency is read from the fitted curve at half-maximal effect. The list is partial; rates above refer to the full screens.

SMILES	G9a block	Pol eta inh	JMJD2A Tudor inh	Pol iota inh	POLB inh	BAZ2B inh	POLK inh	APEX1 inh	BLM inh
CC1=CC2OC3CC4OC(=O)C=CC=CC(C(C)O)OCC(O)C5(C)OC5C(=O)OCC2(CC1O)C4(C)C31CO1 (stereo unspecified)	/	-6%	-11%	8%	/	/	-6%	/	/
Clc1ccc(-c2nc3ccc(Cl)cn3c2CN2CCCCC2)cc1	-32%	-13%	1%	16%	0%	-19%	-4%	3%	-6%
CCN1C(=O)c2ccccc2Sc2ccc(NC(=O)c3ccc(C)c(F)c3)cc21	2%[59 µM]	-6%	?	3%	16%	1%	-5%[60.1 µM]	/	-11%
CN1C(=O)N(C)C(=O)C2(Cc3cc(N)ccc3N3CCN(c4ccccc4F)CC32)C1=O (stereo unspecified)	28µM*	/	/	/	10%	50µM*	/	-7%	-4%
c1ccc(CN2CCCC3(CCNCC3)C2)cc1	-1%[12.7 µM]	/	/	/	/	/	-2%[60.1 µM]	6%	-2%
CC1(O)CCC2C3CCC4=CC(=O)CCC4(C)C34OC4CC21C (stereo unspecified)	/	-5%	3%	35%[activator]	/	/	4%	/	/
Cc1nc2ccccc2c(=O)n1-c1ccc([N+](=O)[O-])cc1	24%	-7%	-10%	37%[activator]	5%	-18%	8%	48%	-7%
CCCOC(=O)Nc1ccc([As](=O)(O)O)cc1NC(=O)OCCC	39%[0.501 µM]	5%	6%	17%	0%	-7%	-13%	3%	-4%
C#CC1(O)CCC2C3CCC4=CC(=O)CCC4=C3C=CC21C (stereo unspecified)	/	-5%	-22%	6%	/	/	-12%	/	/
COc1cccc(C(=O)C2CCCN(Cc3cccc4c3OCO4)C2)c1 (stereo unspecified)	/	-16%	-23%	-8%	?	?	6%	13%	-12%
C=C1C(C)C2C(Cc3ccccc3)NC(=O)C23OC(=O)/C=C/C(O)CCCC(C)C/C=C/C3C1O (stereo unspecified)	/	-8%	-12%	18%	/	/	-2%	/	/
O=C(O)C(Cl)(Cl)Cl	12%[59 µM]	-9%	-1%	-5%	/	/	-6%	4%&-1%	-14%
Cn1c(O)c(C=NCCCC(=O)O)c(=O)n(C)c1=O	-20%	6%	-12%	23%	17%	4%	3%	22%	-4%
Cc1ccc(NC(=O)CN(C)CC(=O)Nc2cccc(F)c2)cc1[N+](=O)[O-]	?	-18%	?	54%[activator]	9%	?	0%	2%	-4%
OCC(Br)CBr (stereo unspecified)	-42%[0.501 µM]	-5%	-4%	-21%	/	?	-31%	6%&17%	/
COC(=O)C1=C(c2ccc(F)cc2F)C[C@@H]2CC[C@H]1N2C(=O)N1CCC(O)(c2ccc(Cl)cc2)CC1	-4%[0.501 µM]	-25%	?	21%	/	-4%	-19%	-15%	/
COc1ccc(CNC(=O)Cn2c(=O)nc(-c3ccccc3F)c3cc(Cl)ccc32)cc1	-33%[12.7 µM]	?	-5%	9%	4%	-19%	-9%[60.1 µM]	/	-15%
COc1cccc(C2=CC(c3cc(Br)ccc3F)n3nnnc3N2)c1 (stereo unspecified)	11µM*	-16%	-10%	-14%	?	8%	-15%[60.1 µM]	/	-8%
C[C@]12CC[C@H]3[C@@H](CCC4=CC(=O)CC[C@@]43C)[C@@H]1CC[C@@H]2O	-12%[59 µM]	-4%&-10%	-10%&-8%	-13%&36%	/	/	-16%	36%&-3%	1%
CN1CCC23c4c5ccc(O)c4O[C@@H]2[C@H](O)C=CC3C1C5 (stereo partly specified)	/	-8%	-14%	9%	/	/	-4%	33%	/

Given with each value named: part of the list above
> COC(=O)C1=C(c2ccc(F)cc2F)C[C@@H]2CC[C@H]1N2C(=O)N1CCC(O)(c2ccc(Cl)cc2)CC1
  G9a block: -4%[0.501 µM] | Pol eta inh: -25% | JMJD2A Tudor inh: ? | Pol iota inh: 21% | POLB inh: / | BAZ2B inh: -4% | POLK inh: -19% | APEX1 inh: -15% | BLM inh: /

> COc1ccc(CNC(=O)Cn2c(=O)nc(-c3ccccc3F)c3cc(Cl)ccc32)cc1
  G9a block: -33%[12.7 µM] | Pol eta inh: ? | JMJD2A Tudor inh: -5% | Pol iota inh: 9% | POLB inh: 4% | BAZ2B inh: -19% | POLK inh: -9%[60.1 µM] | APEX1 inh: / | BLM inh: -15%

> COc1cccc(C2=CC(c3cc(Br)ccc3F)n3nnnc3N2)c1 (stereo unspecified)
  G9a block: 11µM* | Pol eta inh: -16% | JMJD2A Tudor inh: -10% | Pol iota inh: -14% | POLB inh: ? | BAZ2B inh: 8% | POLK inh: -15%[60.1 µM] | APEX1 inh: / | BLM inh: -8%

> C[C@]12CC[C@H]3[C@@H](CCC4=CC(=O)CC[C@@]43C)[C@@H]1CC[C@@H]2O
  G9a block: -12%[59 µM] | Pol eta inh: -4%&-10% | JMJD2A Tudor inh: -10%&-8% | Pol iota inh: -13%&36% | POLB inh: / | BAZ2B inh: / | POLK inh: -16% | APEX1 inh: 36%&-3% | BLM inh: 1%

Further records
SMILES	G9a block	Pol eta inh	JMJD2A Tudor inh	Pol iota inh	POLB inh	BAZ2B inh	POLK inh	APEX1 inh	BLM inh
COC(=O)C1C2c3ccccc3OC1(C)N=c1s/c(=C/c3cnn(C)c3)c(=O)n12 (stereo unspecified)	17%[59 µM]	5%	-15%	6%	-19%	-4%	4%	-3%	0%
C[C@H]1CC[C@@H]2[C@@H](C)C(=O)O[C@H]3O[C@@]4(C)CC[C@H]1[C@@]32OO4	20%[21.5 µM]	/	/	/	/	/	-11%[12 µM]	22%[21 µM]	4%[21.4 µM]
CCOC(=O)C1CCN(C=C2C(=O)N(C)C(=S)N(C)C2=O)CC1	-4%[59 µM]	-20%	-30%	-18%	7%	6%	-5%	21%	-2%
COc1cc(OC)c(/C=C2\C(=O)Nc3ccccc32)c(OC)c1	?	-8%	56µM*	-14%	/	45µM*	-11%	-17%	/
CCN(CC)CCCN=Cc1c(O)n(Cc2ccc(F)cc2)c(=O)[nH]c1=O	-47%	-14%	-17%	25%	12%	11%	-13%	-2%	0%
COc1cc2c3cc1Oc1cc(ccc1O)C[C@@H]1c4c(cc(OC)c(O)c4Oc4ccc(cc4)C[C@H]3N(C)CC2)CCN1C	?	2%	?	-19%	0%	45µM*	?	-2%	57%[activator]
O=C(c1ccccc1)N1CCC2(CC1)OCCO2	/	7%	-6%	136%[activator]	0%	1%	-7%	13%	-2%
CN1C(=O)N(C)C(=O)C2(Cc3cc(NC(=O)c4ccccc4)ccc3N3CCCC32)C1=O (stereo unspecified)	32µM*	-2%	-23%	24%	22%	-18%	-9%	23%	-12%
COC(=O)C1=C(c2cccc(OC)c2OC)C[C@@H]2CC[C@H]1N2C(=O)N1CCOCC1	/	-11%	-4%	-17%	/	/	-1%	/	/
O=C(c1ccc(CNS(=O)(=O)c2ccc(Br)cc2)cc1)N1CCC2(CC1)OCCO2	7%	-14%	9%	100%[activator]	-7%	-7%	-2%	-4%	0%
Cc1cc(=O)oc2cc(OCC(=O)N3CCCC3)ccc12	/	-8%	-6%	?	/	/	2%	-10%	/
CC1(C)[C@H](C(=O)O)N2C(=O)C[C@H]2S1(=O)=O	-3%[59 µM]	-19%	?	28%	/	/	9%	0%	-1%
Cc1cccc(NP(=O)(Oc2ccccc2F)Oc2ccccc2F)c1C	9%[59 µM]	-27%	9%	184%[activator]	-5%	-2%	-12%	3%	-7%
Cc1ccc2nc3c(cc2c1)CC1(C(=O)N(C)C(=O)N(C)C1=O)C1CCCCN31 (stereo unspecified)	-50%[12.7 µM]	-27%	-1%[57.1 µM]	10%	-5%	-35%	-3%	1%	-6%
O=C(Cc1c[nH]c2ccccc12)NNCc1ccc(N(CCCl)CCCl)cc1	/	-15%	?	?	/	/	-2%	/	/
COC(=O)C1=C(c2cccc(OCc3ccccc3)c2)C[C@@H]2CC[C@H]1N2C(=O)NCCCc1ccccc1	12%[2.33 µM]	-14%	-25%	2%	/	0%	-8%	-1%	/
COc1ccccc1CC1/C(=N/O)C2CCN1CC2 (stereo unspecified)	-4%[59 µM]	-1%	-12%	4%	16%	-6%	-4%	2%	3%
COc1cc(C(O)CN)ccc1O (stereo unspecified)	7%[59 µM]	-7%	-14%	2%	14%[57.1 µM]	-3%	-1%[60.1 µM]	-1%&-4%	/
COC(=O)c1cn(C(=O)c2cccc3ccccc23)c2ccccc12	/	-13%	5%	10%	8%	9%	4%	11%	-10%
Nc1cccc2c(O)cccc12	/	-19%	-29%	255%[activator]	/	/	-3%	/	/

2 compounds picked at random from the list so far, as already listed:
SMILES	G9a block	Pol eta inh	JMJD2A Tudor inh	Pol iota inh	POLB inh	BAZ2B inh	POLK inh	APEX1 inh	BLM inh
Cc1nc2ccccc2c(=O)n1-c1ccc([N+](=O)[O-])cc1	24%	-7%	-10%	37%[activator]	5%	-18%	8%	48%	-7%
CCCOC(=O)Nc1ccc([As](=O)(O)O)cc1NC(=O)OCCC	39%[0.501 µM]	5%	6%	17%	0%	-7%	-13%	3%	-4%

(listing goes on)
SMILES	G9a block	Pol eta inh	JMJD2A Tudor inh	Pol iota inh	POLB inh	BAZ2B inh	POLK inh	APEX1 inh	BLM inh
c1cncc(C2=NCCC2)c1	7%[21.5 µM]	/	/	/	/	/	1%[19.4 µM]	13%	-9%[21.4 µM]
CCc1nn(CC(=O)N2CCN(Cc3ccc4c(c3)OCO4)CC2)c(=O)c2cc3occc3n12	3%[59 µM]	4%	-35%	18%	32%	8%	-13%	21%	-10%
O=C(NC(=S)N1C[C@H]2C[C@H](C1)c1cccc(=O)n1C2)c1ccc(Cl)cc1	?	-22%	?	15%	30%	-7%	-8%	7%	-10%
COc1ccc(C2C(C(=O)N3CCC4(CC3)OCCO4)c3cc(OC)c(OC)cc3C(=O)N2C)cc1 (stereo unspecified)	-6%[59 µM]	-6%	-1%	-4%	10%	-5%	3%	2%	-3%
CCC1(CC)C(=N)N(C)C(=O)NC1=O	9%[59 µM]	-18%	-22%	39%[activator]	6%	-3%	4%	0%	-3%
O=C(C(=O)N1CCOCC1)c1cn(Cc2ccccc2F)c2ccccc12	/	-4%	-22%	17%	35%	5%	2%	7%	-2%
